All columns: NCI-60 one-dose screen, growth in % after 48 h at 10 µM unless noted; 100 = growth as untreated, 0 = no growth, -100 = all killed.
SF-295: SF-295 CNS cancer cells | 5.6% of 79,000 active | AID 1794758
TK-10: TK-10 renal cancer cells; 3.9% of 81,000 active; AID 1794769
CAKI-1: CAKI-1 renal cancer; 4.7% of 75,000 active
U251: U251 CNS tumor cells; AID 1794753; 5.4% of 80,000 active
SN12C: SN12C renal cancer cells. 3.8% of 81,000 active. AID 1794767
UO-31: UO-31 renal cancer; 5.2% of 81,000 active
SF-268: SF-268 CNS cancer cells. 3.1% of 82,000 active
786-0: 786-0 renal cancer cells; 5.1% of 81,000 active
* marks the source's active call; other numbers are inactive results; x = no result given; & = joins results of further samples; [ ] = dose if it differs, or a comment. The calls were made as follows: active = growth percent below 10; inactive = the rest.

Results follow in this order: U251, SF-295, 786-0, CAKI-1, UO-31, SF-268, SN12C, TK-10
> CC(=O)OCC(OC(C)=O)C(OC(C)=O)C(OC(C)=O)C(OC(C)=O)C(=O)N/C(N)=N/C(N)=Nc1ccccc1 (stereo not given)
 : 95, 106, 101, 88, 76, 107, 98, 126
> O=C(Cc1ccccc1)Nc1cccc(N=Cc2ccccc2O)c1
 : 94, 100, 104, 81, 78, 84, 97, 103
> O=Nc1ccc(O)c2ccccc12
 : -14*, 63, 78, 14, 38, 10, -50*, 5.4*
> Cn1cc(-c2nnc(N)nc2-c2c[nH]c3ccc(Br)cc23)c2cccnc21
 : 75, 71, 64, 37, 38, 86, 77, 79
> CC1=CC(=NN=c2cc(C)n([O-])c(C)c2)C=C(C)[N+]1=O
 : 91, 112, 79, 98, 86, 106, 92, 86
> Cc1c(Cc2ccccc2)c(=O)oc2c(C)c(OCC(=O)n3nc(C#N)cc3N)ccc12
 : 106, 95, 97, x, 76, 97, 102, 123
> O=C(O)c1cc([N+](=O)[O-])ccc1Sc1ccccc1
 : 102, 102, 112, 87, 94, 105, 101, 103
> CC1OS(=O)OC1C (stereo not given)
 : 101&100, 100, 105&103, 89&97, 96, 110, 95&96, 107&100
> N#CCCc1c[nH]c2ccccc12
 : 91, 98, 104, 87, 68, 91, 101, 104
> O=C(Nc1ccccc1)c1ccco1
 : 96, 103, 93, 96, 86, 117, 109, 99
> Cc1cc2nc(-c3ccccc3O)[nH]c2cc1C
 : 103, 101, 104, 83, 76, 99, 100, 112
> O=C(c1ccccc1)c1cccc([N+](=O)[O-])c1
 : 109, 96, 112, 91, 92, 104, 110, 109
> COc1cc2c(cc1OC)-c1cc(OC)c(OC)cc1C(CN(C)C)C2 (stereo not given)
 : x, 4.3*[100 µM], 17[100 µM], 12[100 µM], 68[100 µM], 39[100 µM], 44[100 µM], 66[100 µM]
> CC(c1ccccc1)C1CC(=O)N(C)C1=O (stereo not given)
 : 86, 94, 106, 102, 91, 94, 94, 100
> Cc1ccc2c(c1)C(=O)N(NC(=O)c1ccc(S(N)(=O)=O)cc1)C2=O
 : 102, 99, 108, 91, 87, 96, 109, 104
> CC(C)(C)n1cc(-c2ccnc(NCCCNS(=O)(=O)c3ccc(C(F)(F)F)cc3)c2)c(-c2ccccc2)n1
 : 64, 70, 55, 84, 56, 97, 75, 102
> Cc1cc(C)c(C(=O)OC(C)CNC2CCCCC2)c(C)c1 (stereo not given)
 : 98, 98, 93, 97, 69, 100, 100, 92
> COC(=O)[C@@H](Cc1c[nH]c2ccccc12)NC[C@@H](O)CN1C(=O)/C(=C\c2cc(OC)c(OC)c(OC)c2)c2ccccc21
 : 56, 69, 78, 73, 58, 71, 73, 101
> CC(=O)Cn1cnc2sc(C(N)=O)c(C)c2c1=O
 : 108, x, 105, x, 114, 138, 120, 144
> C/C(=N\NC(=O)Nc1cccc(C)c1)c1nnn(-c2ccc(Br)cc2)c1C
 : 104, 105, 104, 89, 80, 102, 108, 116

Results follow in this order: U251, SF-295, 786-0, CAKI-1, UO-31, SF-268, SN12C, TK-10
> COc1ccc(-c2c(C#N)c(-c3ccccc3)nc3c2c(-c2ccccc2)nn3-c2ccccc2)cc1OC
 : 92, 107, 96, 84, 77, 92, 96, 77
> c1cnc2[nH]cc(-c3ccc(-c4c[nH]c5ncccc45)s3)c2c1
 : 94, 102, 109, 70, 48, 74, 82, 98
> CCN(CC)C(=O)NCN1C(=O)c2cccc3cccc(c23)C1=O
 : 88, 109, 103, 100, 85, 112, 95, 91
> CC(=O)[C@H]1CC[C@]2(C)[C@@H]1CC[C@@H]1[C@@]3(C)CC[C@H](OCCC#N)C(C)(C)[C@@H]3CC[C@]12C
 : 101, 103, 109, x, 90, 99, 95, 116
> CC(C)(C)c1ccc(CC(Cc2ccc(C(C)(C)C)cc2)(C2=N[C@H](c3ccccc3)CO2)C2=N[C@@H](c3ccccc3)CO2)cc1
 : 75, 94, 90, 68, 71, 93, 97, 148
> O=c1nc2s/c(=C\c3ccco3)c(=O)n2c2nc(-c3ccccc3)c(-c3ccccc3)nc12
 : 108, 91, 101, 90, 84, 110, 103, 107
> Cc1cccnc1Br
 : 97, 110, 114, 122, 96, 102, 108, 99
> Cc1cc(O)c(C(C)C)cc1NC(=O)Nc1cc(Cl)ccc1Cl
 : 96, 104, 97, 82, 64, 95, 92, 101
> O=C(O)CNc1ccccc1[N+](=O)[O-]
 : 105, 92, 104, 87, 89, 111, 101, 108
> COc1ccc(C(=O)c2sc3nc(-c4ccccc4OC)ccc3c2N)cc1OC
 : 63, 48, 64, 62, 53, 65, 66, 80
> COc1ccc(C2=NN(c3ccc(S(N)(=O)=O)cc3)C(=O)CC2)cc1
 : 87, 88, 93, x, 89, 112, 100, 121
> O=C(Nc1ccc2ncnc(Nc3ccc(Oc4cccc(F)c4)c(Cl)c3)c2c1)c1ccc(CN2CCOCC2)cc1
 : 37, 27, 42, 24, 20, 49, 39, 54
> CCCCOP(=O)(O)O
 : 111, x, 107, 126, 102, 113, 103, 103
> Cn1c(=O)c2nc(CCC(=O)Nc3ccc(C(=O)O)cc3)c(=O)[nH]c2n(C)c1=S
 : 108, 101, 103, 90, 82, 101, 100, 100
> CC1CCC2(CC1)N=C(N)N=C(N)N2c1ccc(S(N)(=O)=O)cc1 (stereo not given)
 : 94, 100, 100, 93, 84, 98, 104, 109
> CC1OC(n2c3ccccc3c3c4c(c5c6ccccc6[nH]c5c32)C(=O)N(CCN[C@@H]2CCC[C@H]2N)C4=O)CC(O)C1O (stereo not given in full)
 : 7.4*, 8.1*, 32, 79, 63, 31, 14, x
> O=C1c2cc([N+](=O)[O-])ccc2-c2cc(Cl)c(NC(=O)C(F)(F)F)cc21
 : 110, 111, 108, 97, 93, 107, 112, 129
> Nc1nccc(OCCO)n1
 : 107, 97, 102, x, 91, 101, 107, 90
> CC(=O)OCC(CO)(CO)COC(C)=O
 : x, x, 103, 94, 92, 102, 99, 102
> O=c1c2ccccc2nc(SCCN2CCCCC2)n1CCc1ccccc1
 : 87, 87, 87, 74, 57, 101, 81, 97

In the list so far, these contain fluorine.
Results follow in this order: U251, SF-295, 786-0, CAKI-1, UO-31, SF-268, SN12C, TK-10
> CC(C)(C)n1cc(-c2ccnc(NCCCNS(=O)(=O)c3ccc(C(F)(F)F)cc3)c2)c(-c2ccccc2)n1
 : 64, 70, 55, 84, 56, 97, 75, 102
> O=C(Nc1ccc2ncnc(Nc3ccc(Oc4cccc(F)c4)c(Cl)c3)c2c1)c1ccc(CN2CCOCC2)cc1
 : 37, 27, 42, 24, 20, 49, 39, 54
> O=C1c2cc([N+](=O)[O-])ccc2-c2cc(Cl)c(NC(=O)C(F)(F)F)cc21
 : 110, 111, 108, 97, 93, 107, 112, 129

Structures shown so far that contain a furan ring, fused or not:
Results follow in this order: U251, SF-295, 786-0, CAKI-1, UO-31, SF-268, SN12C, TK-10
> O=C(Nc1ccccc1)c1ccco1
 : 96, 103, 93, 96, 86, 117, 109, 99
> O=c1nc2s/c(=C\c3ccco3)c(=O)n2c2nc(-c3ccccc3)c(-c3ccccc3)nc12
 : 108, 91, 101, 90, 84, 110, 103, 107

Next section
Results follow in this order: U251, SF-295, 786-0, CAKI-1, UO-31, SF-268, SN12C, TK-10
> Cc1cc(O)c2c(c1)C(CC(=O)O)N(Cc1ccc(C(=O)O)cc1)C1=C2C(=O)c2cccc(O[C@H]3C[C@H](O)[C@@H](O)C(C)O3)c2C1=O (stereo not given in full)
 : 103, 104, 104, 102, 85, 102, 107, 105
> S=C1NCCS1
 : 103, 93, 104, 105, 99, 102, 94, 114
> CC(C)C1=NOC(=O)C1=Cc1cn(-c2ccccc2)nc1-c1cccc([N+](=O)[O-])c1
 : 67, 99, 77, 65, 74, 94, 78, 89
> O=C(O)CC(C(=O)O)C(CC(=O)O)C(=O)O (stereo not given)
 : 87, 95, 101, 90, 83, 102, 104, 81
> CC1(C)N=C(N)N=C(N)N1c1ccc(C(=O)O)cc1
 : 98, 109, 108, 95, 95, 112, 99, 103
> Cc1ccc2nc3c(cc2c1)C1C(CON1c1ccccc1)CS3 (stereo not given)
 : 93, 95, 95, 91, 65, 87, 94, 111
> CC1CCCc2c1nn(-c1cc(-c3ccccc3)no1)c2N (stereo not given)
 : 97, 106, 99, 95, 84, 90, 86, 134
> Oc1[nH]c(=S)sc1/C=C1\C(Cl)=Nc2ccccc21
 : 91, 80, 78, 62, 56, 98, 90, 97
> CC(=O)c1c(C)n(-c2ccc3c(c2)OCO3)c2c1c(-c1ccccn1)nc1ccccc12
 : 100, 89, 97, 99, 72, 99, 99, 102
> COc1ccc(N2CCN(Cc3nnc4n(Cc5ccccc5)c(=O)c5c6c(sc5n34)CCCC6)CC2)cc1
 : 97, 98, 98, 95, 82, 99, 100, 105
> COc1cc(CNC(=O)/C=C/c2ccccc2)ccc1OCc1cn(-c2cccc(C(F)(F)F)c2)nn1
 : 88, 96, 93, 84, 83, 79, 86, 104
> COc1ccc2c(c1)c(-c1cc(-c3cn(C)c4ccc(OC)cc34)on1)cn2C
 : 94, 101, 102, 93, 81, 102, 106, 126
> Cn1c(=O)c(C#N)c(-c2ccccc2)n2c(=S)n(CN3CCCCC3)nc12
 : 93, 117, 101, 116, 86, 100, 94, 136
> C=C(C)[C@@H]1CC[C@]2(COC(=O)c3ccccc3C(=O)O)CC[C@]3(C)[C@H](CC[C@@H]4[C@@]5(C)CCCNC(C)(C)[C@@H]5CC[C@]43C)[C@@H]12
 : 45, 67, 84, 92, 73, 73, 59, 66
> O=C1c2sccc2-c2cccc3cccc1c23
 : 88, 94, 89, 75, 70, 106, 94, 84
> Cc1cc(-c2ccc(N=Nc3cc(S(=O)(=O)O)c4ccccc4c3N)c(C)c2)ccc1N=Nc1cc(S(=O)(=O)O)c2ccccc2c1N
 : 98, 104, 104, 95, 79, 96, 102, 110
> N#CCc1ccc(Cl)cc1Cl
 : 102, 101, 103, 92, 82, 99, 100, 75
> CCC(=O)Nc1ccccc1Cl
 : 98, 96, 93, 99, 106, 103, 103, 104
> C/C(=C(/C)C1CC1CCNS(=O)(=O)c1ccc(C)cc1)c1ccc(C(F)(F)F)cc1 (stereo not given)
 : 88, 93, 93, 69, 78, 84, 78, 103
> CCC(C)C(N)C(=O)NC(CC(N)=O)C(=O)NC(CC(C)C)C(=O)NC(CCCCN)C(=O)NC(C)C(=O)NC(CC(C)C)C(=O)NC(C)C(=O)NC(C)C(=O)NC(CC(C)C)C(=O)NC(C)C(=O)NC(CCCCN)C(=O)NC(CCCCN)C(=O)NC(C(=O)NC(CC(C)C)C(N)=O)C(C)CC (stereo not given)
 : 70, 106, 68, 85, 97, 67, 89, 106

Results follow in this order: U251, SF-295, 786-0, CAKI-1, UO-31, SF-268, SN12C, TK-10
> Cc1ccc(S(=O)(=O)N(C)C)cc1N
 : 96, 104, 99, x, 94, 102, 97, 99
> COc1cc(-c2nnc(SCC(=O)N3CCN(c4cc5c(cc4F)c(=O)c(C(=O)O)cn5C4CC4)CC3)o2)cc(OC)c1OC
 : 94, 93, 71, 97, 95, 92, 100, x
> CCOC(=O)C(C)(C#N)C(C)CC (stereo not given)
 : 101, 110, 107, 108, 94, 104, 121, 99
> O=C(NCc1ccccc1)C1=NCCCCN1
 : 101, 102, 101, 95, 89, 95, 98, 100
> CCOc1ccc(N2C(=O)/C(=C3\SC(=S)N(c4ccc(OCC)cc4)C3=O)SC2=S)cc1
 : 100, 106, 105, 100, 84, 99, 94, 102
> Cc1ccc(S(=O)(=O)Nc2ccc(-c3cc(-c4cccc(F)c4)on3)cc2)cc1
 : 62, 97, 100, 63, 77, 95, 99, 109
> CC(C)Cn1c(O)c(N=NC(=O)Cc2c[nH]c3ccccc23)c2ccccc21
 : 90, 93, 94, 87, 57, 101, 89, 108
> N#CC(C#N)=NO
 : 95, 101, 100, x, 99, 100, 106, 94
> COc1cc(/C=C/C(=O)c2cccc(-n3cc(-c4cc(OC)c(OC)c(OC)c4)[nH]c3=O)c2)cc(OC)c1OC
 : -41*, x, 19, -24*, 6.2*, 21, 12, 28
> O=C1NC(=O)C(Cc2ccccc2)(Cc2ccccc2)N1
 : 101, 94, 91, 92, 94, 95, 98, 89
> O=S(=O)(C/C(=N/O)c1cccs1)c1ccccc1
 : 96, 103, 100, 89, 87, 114, 102, 117
> Nc1ccc(-c2ccc(N)c([N+](=O)[O-])c2)cc1[N+](=O)[O-]
 : 96, 77, 95, 95, 80, 92, 97, 88

Source: PubChem BioAssay (NCI)
